Bioassay records (PubChem BioAssay)
Lipid storage S3 – qHTS Assay for Lipid Storage Modulators in Drosophila S3 Cells; Drosophila S3 cells, BODIPY lipid droplet fluorescence, 18-24 h; cells fed with added oleic acid; 320,000 tested, 0.64% active; lipid storage change, negative = inhibition, % at the top dose, mostly 46.1 µM; hits show Potency in µM; active = well fitted inhibition curve with a large enough effect in the signal ratio, with a control signal flat, not every such curve was filed as active; inconclusive = small, poorly fitted or top-dose-only effect, or effect the other way, or a change in a side signal; the % refers to the signal ratio
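Drosophila S3 cells loaded with oleic acid (400 uM, as added) and compounds at several concentrations; lipid droplets imaged by 488-nm laser-scanning cytometry, 500–530 nm intensity and object ratio to cell channel. Percent activity normalized to 20 uM Triacsin C.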
Lipid storage S3 cell count max – also measured in Lipid storage S3; calls as there; cell number change, %; measured here: cell count max response;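 cells counted by Cell Tracker Red CMTPX staining in the red channel; peak over a dose series mostly up to 46.1 µM; percent activity relative to internal control wells on each plate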
The depositor's hits bear a star; i = inactive; ? = inconclusive; · = no result given. % is scaled to controls: 0 for no effect and ±100 for the full control effect; potency is read from the fitted curve at half-maximal effect. Some of the compounds tested, so the mix of outcomes need not match the whole.

SMILES	Lipid storage S3	Lipid storage S3 cell count max
COc1ccccc1-c1nnc(SCC(=O)Nc2nc(-c3ccccc3)cs2)n1C	?	·
O=C(NC1CC1)C(Cl)c1ccccc1 (stereo not given)	?	·
COc1cccc(NS(=O)(=O)c2ccc(Br)s2)c1	8%	-30
O=c1c2ccccc2nnn1CSc1nc2ccccc2[nH]1	-10%	-14
Cc1cc(C(=O)NNC(=S)Nc2cccc(C(F)(F)F)c2)nn1C	?	·
COc1ccccc1C(=O)N1CCN(C(=O)c2ccncc2)CC1	i	·
CC(C)NC(=O)COc1ccc(/C=N/NS(=O)(=O)c2ccccc2)cc1	-4%	-10
Cc1ccccc1NC(=O)C(=Cc1ccc(C(=O)O)cc1)C(=O)Nc1ccccc1C	?	·
Cc1ccc(NC(=O)CCN2C(=O)C3CCCCC3C2=O)c(O)c1 (stereo not given)	?	·
CCOC(=O)c1[nH]c2ccc(OC)cc2c1NC(=S)N1CCN(c2cccc(Cl)c2)CC1	-9%	-17
O=C(CNS(=O)(=O)c1cccc(C(F)(F)F)c1)Nc1ccccc1F	?	·
O=C(NCCCn1ccnc1)C(=O)NCc1ccc(Cl)cc1	-13%	-2
COc1ccc(OC)c(CN2CCN(C(=O)c3cccc(S(=O)(=O)Nc4ccccc4OC)c3)CC2)c1	?	·
CCNC(=O)C1CC(=O)OC12CCCCC2 (stereo not given)	3%	-2
O=C(Nc1ccc(Br)cc1)c1cccc(N2C(=O)C3C4CCC(C4)C3C2=O)c1 (stereo not given)	?	·
Cn1c(N2C(=O)CC(Cc3ccccc3)C2=O)nc2ccccc21 (stereo not given)	11%	0
CCOc1ccc(C2C=C(c3ccc(C)cc3)Nc3ncnn32)cc1 (stereo not given)	12%	-11
Cc1cccc(NC(=O)c2cc(Cl)nc3ccccc23)c1	20%	-11
COc1cccc(CNC(=O)CCNS(=O)(=O)c2ccc(Br)s2)c1	?	·
O=C(O)c1ccccc1C(=O)Nc1ccc(-c2csc(-c3ccccc3)n2)cc1	?	·
Cn1ncc2c1ncn1nc(CCc3ccccc3)nc21	?	·
CC(C)C12CN(C(=O)c3ccccc3[N+](=O)[O-])CC(C(C)C)(CN(C(=O)c3ccccc3[N+](=O)[O-])C1)C2=O	17%	·
CCOC(=O)N1CCN(C(=O)CS(=O)(=O)c2cn(Cc3cccc(F)c3)c3ccccc23)CC1	?	·
O=C(c1ccc(COc2ccccc2)o1)N1CCN(S(=O)(=O)c2ccccc2Cl)CC1	?	·
COc1cc(CN(C)CC2CCCN(CCc3cccc(C(F)(F)F)c3)C2)ccc1O (stereo not given)	-6%	8
COc1ccc(C2c3sc(=O)[nH]c3SC3C4CCC(C4)C23)cc1 (stereo not given)	?	·
O=C(O)c1ccc(-c2nc(-c3ccc(Cl)cc3Cl)cs2)cc1	?	·
O=C(C(c1ccccc1)c1ccccc1)N1CCN(CC(O)COc2ccccc2)CC1 (stereo not given)	4.6µM*	-10*
COC(=O)c1nn(-c2ccccc2)c(Cl)c1/C=N/OC(=O)c1ccc(Cl)c(Cl)c1	?	·
COc1ccc(C(OC(=O)c2ccco2)C(=O)NCC2CCCO2)cc1 (stereo not given)	0%	-7
O=C(CCS(=O)(=O)Cc1ccccc1)NC1CCCCC1	?	·
Cc1ccc(S(=O)(=O)Nc2ccc3cn[nH]c3c2)cc1	i	-10
S=C(/N=c1/sccn1Cc1ccccc1)NC1CC1	?	·
CC(NC(=O)CCCCCNC(=O)N1CCn2c1nc1ccccc12)c1ccccc1 (stereo not given)	?	·
CCn1c(-c2cccs2)nc2ccccc21	5%	3
Cc1ccc(NC(=O)CN(c2ccc(C)cc2)S(=O)(=O)c2cccc3nonc23)cc1	?	·
Cc1ccc(S(=O)(=O)N(C)Cc2ccccc2)cc1C(=O)N1CCCCC1	?	·
Cc1ccc(C(=O)N2CC(C)CC(C)C2)cc1S(=O)(=O)N1CCCCC1 (stereo not given)	?	·
CC1(C)CC(=O)C2=C(C1)OC(=O)CC2c1cccs1 (stereo not given)	-10%	-4
Cc1cccc(C(=O)OCC(=O)NC(=O)c2ccccc2)c1O	?	·
Cc1cc(C(=O)N2CCC(C(N)=O)CC2)c(C)o1	?	·
O=C1CN2C(=Nc3ccc(Cl)cc3C2c2ccccc2)CN1 (stereo not given)	?	·
COCCNC(=O)C(NC(=O)C1CCCCC1)C12CC3CC(CC(C3)C1)C2 (stereo not given)	?	·
O=C(NCCc1ccc(F)cc1)C1CCCO1 (stereo not given)	21%	3
Cc1ccc(C)c(N2CCN(CCCNC(=O)Cn3cc4c(n3)CCCCC4)CC2)c1	i	·

In another format: entries from further up.
SMILES | Lipid storage S3 | Lipid storage S3 cell count max
O=C(C(c1ccccc1)c1ccccc1)N1CCN(CC(O)COc2ccccc2)CC1 (stereo not given) | 4.6µM* | -10*
COC(=O)c1nn(-c2ccccc2)c(Cl)c1/C=N/OC(=O)c1ccc(Cl)c(Cl)c1 | ? | ·
COc1ccc(C(OC(=O)c2ccco2)C(=O)NCC2CCCO2)cc1 (stereo not given) | 0% | -7
O=C(CCS(=O)(=O)Cc1ccccc1)NC1CCCCC1 | ? | ·
Cc1ccc(S(=O)(=O)Nc2ccc3cn[nH]c3c2)cc1 | i | -10
S=C(/N=c1/sccn1Cc1ccccc1)NC1CC1 | ? | ·
CC(NC(=O)CCCCCNC(=O)N1CCn2c1nc1ccccc12)c1ccccc1 (stereo not given) | ? | ·
CCn1c(-c2cccs2)nc2ccccc21 | 5% | 3
Cc1ccc(NC(=O)CN(c2ccc(C)cc2)S(=O)(=O)c2cccc3nonc23)cc1 | ? | ·
Cc1ccc(S(=O)(=O)N(C)Cc2ccccc2)cc1C(=O)N1CCCCC1 | ? | ·
Cc1ccc(C(=O)N2CC(C)CC(C)C2)cc1S(=O)(=O)N1CCCCC1 (stereo not given) | ? | ·
CC1(C)CC(=O)C2=C(C1)OC(=O)CC2c1cccs1 (stereo not given) | -10% | -4
Cc1cccc(C(=O)OCC(=O)NC(=O)c2ccccc2)c1O | ? | ·
Cc1cc(C(=O)N2CCC(C(N)=O)CC2)c(C)o1 | ? | ·
O=C1CN2C(=Nc3ccc(Cl)cc3C2c2ccccc2)CN1 (stereo not given) | ? | ·
COCCNC(=O)C(NC(=O)C1CCCCC1)C12CC3CC(CC(C3)C1)C2 (stereo not given) | ? | ·
O=C(NCCc1ccc(F)cc1)C1CCCO1 (stereo not given) | 21% | 3
Cc1ccc(C)c(N2CCN(CCCNC(=O)Cn3cc4c(n3)CCCCC4)CC2)c1 | i | ·

The listing continues:
SMILES	Lipid storage S3	Lipid storage S3 cell count max
COc1ccc2[nH]c(C)c(C(=O)CN3CCOCC3)c2c1	?	·
CC(=O)Oc1ccc2cc(-c3ccccc3)c(=O)oc2c1	?	·
COc1ccc(S(=O)(=O)CCc2nnc(NC(=O)c3cccs3)s2)cc1	-3%	-3
O=C(Cc1cn2ccsc2n1)Nc1nc2c(s1)CCCC2	?	·
N#CCSc1ccc(-c2nc3ccccc3[nH]2)cn1	4%	-2
Cc1ccc(/C([O-])=C(/C(=S)NCc2ccco2)[n+]2ccccc2)cc1[N+](=O)[O-]	-24%	·
CCn1c(SCC(=O)N2CCC(C)CC2)nnc1-c1ccco1	i	3
CCOCCn1c(SC(C)C(C)=O)nc2c1c(=O)[nH]c(=O)n2C (stereo not given)	-2%	11
CCC(Cc1ccccc1)NC(=O)CSc1ccsc1[N+](=O)[O-] (stereo not given)	i	·
O=C(Nc1ccccc1)C1=C[C@@H](C2CC2)C[C@@H](OCc2ccc(CO)cc2)O1	19%	-1
COc1ccc(CCNc2nnc(C)c(=O)[nH]2)cc1OC	?	·
NC(=O)C1CCCN(C(=S)Nc2ccccc2)C1 (stereo not given)	3%	-9
O=C(c1nn(Cc2ccccc2)c(=O)c2ccccc12)N1CCc2ccccc2C1	?	·
Cc1c(C(=O)NCCCc2ccccc2)cccc1[N+](=O)[O-]	12%	1
OC1(c2ccccn2)COc2ccccc2O1 (stereo not given)	12%	13
N#Cc1cccc(NC(=O)Cc2ccsc2)c1	-6%	16
COc1ccc(Cl)cc1C(=O)NC(=S)Nc1ccccc1N1CCOCC1	11%	-24
COc1ccc(-c2nc(CS(=O)CC(=O)NCCc3ccc(C)cc3)c(C)o2)cc1OC (stereo not given)	i	·
Cn1c(=O)c([N+](=O)[O-])c(Oc2ccccc2)c2ccccc21	?	·
CC(OC(=O)CCc1nc2ccccc2c(=O)[nH]1)C(=O)NC1CCCC1 (stereo not given)	3%	-4
O=C(NCCc1ccccc1)c1cc(=O)[nH]c2ccccc12	?	·
Clc1nc(-c2ccccc2)cc(-c2ccccc2)n1	-19%	-11
Cc1ccc(C2CC2c2n[nH]c(=S)n2-c2ccc(C)cc2)cc1 (stereo not given)	?	·
COc1ccc(C(=O)Nc2ccc3[nH]ncc3c2)cc1OC	i	28
O=S(=O)(NNc1nccc(C(F)(F)F)n1)c1cccc(Cl)c1Cl	?	·
CCOCCc1nnc(NC(=O)C(CC)c2ccccc2)s1 (stereo not given)	?	·
COCCN1C(=O)N(c2ccc(Cl)cc2)C(=O)C1CC(=O)Nc1cc(OC)cc(OC)c1 (stereo not given)	?	·
Cc1cc(C)c(S(=O)(=O)c2ccc(F)cc2C)c(Cl)n1	?	·
O=C(CSc1nnnn1-c1ccccc1)c1ccco1	i	8
CCOC(=O)c1ccccc1OCc1cc(/C=N/n2cncn2)ccc1OC	7%	6
CCOC(=O)CNC(=O)Nc1ccccc1C(=O)OC	?	·
Cc1cc(Br)c(NC(=O)c2ccccc2[N+](=O)[O-])cc1C	6%	·
Cc1cc(C)nc(SCC(=O)NC2=NN=C(c3ccc(Br)cc3)CS2)n1	?	·
CCCCNC(=O)OC(C)CNC(=O)Oc1cccc(C)c1 (stereo not given)	13%	11
COc1ccc(-c2nc3ccc(C(=O)NCC(OC)OC)cc3nc2-c2ccc(OC)cc2)cc1	?	·
CN(C)CCCN(C(=O)c1cccc(N2C(=O)CCC2=O)c1)c1nc2cc3c(cc2s1)OCO3	-7%	-12
O=C(COc1ccc(Cc2ccccc2)cc1)c1ccc(F)cc1	-3%	0
Cc1cc(CN2CCC(N3CCC(C(=O)NC4CC4)CC3)CC2)cc(C)c1O	i	-11
COc1cccc(-c2cc(C(=O)Nc3cnn(Cc4ccccc4C)c3)no2)c1	?	·
CN(CC(=O)Nc1ccccc1Cl)C(=O)c1cc(=O)[nH]c2ccccc12	?	·
Cc1nnc(NC(=O)COc2ccc3c(C)cc(=O)oc3c2)s1	?	·
c1ccc2[nH]c(NCc3ccc4c(c3)OCO4)nc2c1	?	·
CC(=O)Nc1ccc(NC(=O)C2CC(=O)N(c3cccc(Cl)c3)C2)cc1 (stereo not given)	i	16
CCOc1ccc2nc(N(CCCN(C)C)C(=O)c3ccc(S(=O)(=O)N4CCCC4)cc3)sc2c1	?	·
CCOc1ccc(NC(=O)c2ccc(NC(=O)Cc3n[nH]c(=O)c4ccccc34)cc2)cc1	?	·

The last two entries of the part above come first, to join the parts:
SMILES	Lipid storage S3	Lipid storage S3 cell count max
CCOc1ccc2nc(N(CCCN(C)C)C(=O)c3ccc(S(=O)(=O)N4CCCC4)cc3)sc2c1	?	·
CCOc1ccc(NC(=O)c2ccc(NC(=O)Cc3n[nH]c(=O)c4ccccc34)cc2)cc1	?	·
COc1ccc(C(C)NS(=O)(=O)Cc2ccccc2)cc1 (stereo not given)	i	-21
COCCn1c(SC(C)C(=O)NCC2CCCO2)nc2scc(-c3ccc(F)cc3)c2c1=O (stereo not given)	?	·
Cc1cc(NCCCN2CCOCC2)n2nc(C)c(-c3ccc(F)cc3)c2n1	-26%	-8
Cc1ccnc(NC(=O)CCCc2c[nH]c3ccccc23)c1	?	·
O=C(Oc1ccc(C(=S)N2CCOCC2)cc1)c1ccc([N+](=O)[O-])cc1[N+](=O)[O-]	-5%	26
O=C(Nc1cccc(Br)c1)c1ccc(CSc2ccccc2)cc1	-19%	-13
CC(C)NC(=O)C(c1ccc(F)cc1)N(C(=O)CCC(=O)Nc1ccccn1)C1CCCCC1 (stereo not given)	-3%	13
Cc1onc(C(=O)NCc2cccs2)c1[N+](=O)[O-]	?	·
Cc1noc(NS(=O)(=O)c2ccc(NC(=O)CCC3CCCCC3)cc2)c1C	?	·
CC(C)Oc1ccc(/C(O)=C2/C(=O)C(=O)N(CCN(C)C)C2c2ccco2)cc1 (stereo not given)	?	·
Cn1c(N)c(S(=O)(=O)N2CCN(C(=O)c3ccco3)CC2)c(=O)n(C)c1=O	-4%	2
CN(CC(=O)NCCc1ccc(S(N)(=O)=O)cc1)CC(=O)Nc1ccccc1Cl	?	·
COc1cc(CNCc2cccs2)cc(Br)c1OC	?	·
CC1CCCC(C)N1NC(=O)c1ccc(Cl)c(S(N)(=O)=O)c1 (stereo not given)	?	·
O=C(O)CC(NC(=O)c1sc2ccccc2c1Cl)c1ccc(OC2CCCC2)cc1 (stereo not given)	2%	4
COc1ccc2nc(SCC(=O)NCc3ccccc3)[nH]c2c1	?	·
COc1cccc(C(=O)NCC2(c3ccccc3)CCCC2)c1	-16%	-1
Cc1cc(C)c(OCC(=O)Nc2ccc(S(=O)(=O)N3CCCC3)cc2)c(C)c1	i	·
COc1ccccc1N(CC(=O)NC(C)(C)C)C(=O)C1CSC(=O)C1 (stereo not given)	-8%	3
N/C(=N\OC(=O)CCCOc1ccccc1)c1ccc([N+](=O)[O-])cc1	?	·
COCc1cc(C)n(CC(=O)NCc2ccccc2)c(=O)c1C#N	?	·
O=S(=O)([N-]c1nc2ccccc2nc1-[n+]1ccccc1)c1ccc(Cl)cc1	5%	·
Cc1ccc2c(c1)N(S(=O)(=O)c1ccc(F)cc1)C(C(C)(C)C)CO2 (stereo not given)	?	·
O=C(CCN1C(=O)c2ccccc2C1=O)Nc1ccc2c(c1)OCCO2	i	·
COc1cc(OC)cc(C(=O)NCC(=O)N2CCN(c3ccc(O)cc3)CC2)c1	?	·
COc1ccccc1C(=O)NC(=S)Nc1ccccc1N1CCCCC1	-4%	6
